# Assay outcomes (PubChem)
# NPR2 activator: GC-B (human) receptor activation. P20594. HEK293-GC-B cells, CNP EC30, cGMP TR-FRET; 0% at EC30 CNP, 100% saturating CNP. activation, % at 10 µM. hit rate 0.11% among 370,000. AID 1920062;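 active = activation at 10 µM reaching about 35% in either raw or pattern-adjusted values, limit read from the data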
# ABHD4 inh: inhibitors of mouse ABHD4. AID 720543. purified mABHD4, FP-Rh probe fluorescence polarization. hit rate 0.54% among 370,000. inhibition, % at 8.92 µM;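 active = inhibition exceeding the mean over every tested compound plus 3 SD, cut at about 30% in these data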;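 note: 0% = plate median of compound wells and 100% = S159A mutant with DMSO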
#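 Test system: mABHD4 protein | Buffer or medium: HEPES pH 7.0 buffer, 150 mM NaCl, 0.01% Pluronic F-127 | Probe or stimulus: FP-Rh fluorescent activity-based probe, added after compound pre-incubation | Timing: Pre-incubation 45 min, probe exposure 60 min, at 25 °C | Technique: Fluorescence polarization, excitation 525 nm, emission 598 nm, BODIPY TMR filters | Repeats: Single well per compound (singlicate)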
# GC-A act: GC-A (human) enzyme activation; hit rate 0.14% among 370,000; P16066; AID 1671463; activation, % at 10 µM; HEK293 GC-A cells, cGMP TR-FRET, EC30 ANP; 0% at EC30 ANP, 100% saturating ANP; in the data active = activation above about 40%
# ASAP1 inh: blocks human ASAP1-stimulated Arf1 GTP hydrolysis; Q9ULH1; GDP FP detection; inhibition, % at 16.5 µM; hit rate 0.19% among 360,000; AID 624377; in the data active = inhibition above about 25%;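 note: 0% = vehicle with enzyme and substrate and 100% = no enzyme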
# Target sequence (Q9ULH1 325-724 limits assumed): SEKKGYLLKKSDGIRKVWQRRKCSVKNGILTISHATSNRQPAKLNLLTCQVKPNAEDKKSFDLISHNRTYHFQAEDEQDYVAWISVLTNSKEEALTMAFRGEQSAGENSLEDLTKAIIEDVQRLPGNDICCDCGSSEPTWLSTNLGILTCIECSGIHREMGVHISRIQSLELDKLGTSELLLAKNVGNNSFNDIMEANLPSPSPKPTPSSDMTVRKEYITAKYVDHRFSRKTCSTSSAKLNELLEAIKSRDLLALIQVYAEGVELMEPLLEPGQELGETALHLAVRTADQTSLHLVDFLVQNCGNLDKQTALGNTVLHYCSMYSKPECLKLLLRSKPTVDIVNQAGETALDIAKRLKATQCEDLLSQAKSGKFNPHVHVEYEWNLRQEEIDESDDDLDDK
# Rev-erbA mod: Rev-erb alpha (human) modulation; Rev-erbα–FITC-DNA binding, fluorescence polarization, 90 min; P20393; AID 1259318; hit rate 0.79% among 370,000; activity, % at 10 µM;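 active = activity above about 14%, limit read from the data; passing the limit was not always enough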;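 note: 0% = DMSO wells with 35 nM protein and 100% = DMSO wells with 750 nM protein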
# Target sequence (P20393 whole entry, looked up): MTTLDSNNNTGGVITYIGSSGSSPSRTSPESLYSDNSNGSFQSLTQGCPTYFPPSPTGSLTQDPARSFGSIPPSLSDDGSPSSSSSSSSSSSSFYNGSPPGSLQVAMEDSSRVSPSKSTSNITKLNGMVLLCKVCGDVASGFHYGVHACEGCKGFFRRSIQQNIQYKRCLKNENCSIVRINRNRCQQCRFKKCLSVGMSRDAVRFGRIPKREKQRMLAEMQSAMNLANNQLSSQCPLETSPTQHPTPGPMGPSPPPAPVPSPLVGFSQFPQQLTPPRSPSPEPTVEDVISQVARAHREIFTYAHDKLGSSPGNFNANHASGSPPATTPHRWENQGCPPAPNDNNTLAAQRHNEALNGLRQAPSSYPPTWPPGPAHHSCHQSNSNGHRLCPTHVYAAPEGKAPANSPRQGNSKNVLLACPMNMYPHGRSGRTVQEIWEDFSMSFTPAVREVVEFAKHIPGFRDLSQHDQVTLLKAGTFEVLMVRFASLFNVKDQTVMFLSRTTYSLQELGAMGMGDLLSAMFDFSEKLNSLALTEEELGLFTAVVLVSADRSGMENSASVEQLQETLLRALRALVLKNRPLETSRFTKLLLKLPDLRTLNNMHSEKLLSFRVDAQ
# ARFGAP1 inhibitor: inhibits rat ARF GTPase activating protein 1 | Q62848 | Arfgap1-stimulated ARF1 GTP hydrolysis, GDP FP detection | inhibition, % at 16.5 µM | hit rate 0.26% among 360,000;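 active = inhibition above a per-plate limit, mean inhibition of low control wells plus 3 SD, cut at about 25% in these data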;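 note: 0% = DMSO wells with enzyme and 100% = wells lacking Arfgap1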
#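 Material: truncated rat Arfgap1 GAP domain; Incubation: compound-enzyme preincubation 20 min, reaction 120 min, detection 60 min, 25 °C; Read-out: percent inhibition of Arfgap1-stimulated GTP hydrolysis; Technique: FP, GDP Alexa 633 tracer displaced from anti-GDP antibody, 620/688 nm; Controls: No-Arfgap1 wells (100%) versus DMSO full-reaction wells (0%); Replication: single well per compound.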
# PG9 Ab binder: small molecules binding HIV-1 gp120 antibody PG9. inhibition, % at 6.7 µM. hit rate 0.43% among 360,000. TR-FRET gp120-PG9 antibody binding; in the data active = inhibition above about 8.5%
# SMARCA2 activ: increases SMARCA2 function in MMTV reporter cells. activation, % at 9.1 µM. hit rate 1% among 370,000. MG213 cells, MMTV-luciferase reporter, dexamethasone, overnight. AID 652017; in the data active = activation above about 7.8%;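 note: 0% = vehicle wells and 100% = reference activator wells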
# HTRA1 inh: blocks human HTRA1 serine peptidase. Q92743. inhibition, % at 5.96 µM. hit rate 0.5% among 340,000. recombinant HTRA1, FP-rhodamine activity-based probe, fluorescence polarization; in the data active = inhibition above about 36%;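 note: 0% = enzyme with DMSO and 100% = wells lacking enzyme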
# rCAG binder: r(CAG) repeat RNA binding | TO-PRO-1 dye displacement fluorescence | inhibition, % at 3 µM | hit rate 1.3% among 370,000 | AID 651821;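 active = inhibition above the plate cutoff, the mean of all test compounds on that plate plus 3 SD, cut at about 35% in these data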;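 note: 0% = DMSO alone and 100% = 100 µM mitoxantrone as full dye displacement; higher means more dye released from RNA so lower well fluorescence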
# Starred values were filed as active, the others as inactive; · = no result given; & = joins results of further samples.
Molecule	NPR2 activator	ABHD4 inh	GC-A act	ASAP1 inh	Rev-erbA mod	ARFGAP1 inhibitor	PG9 Ab binder	SMARCA2 activ	HTRA1 inh	rCAG binder
CN=c1sc(C(=O)Nc2cccc(Cl)c2)cc(=O)n1C	2	8	6	-7	1	9	2.1	6	0	2
CC1Cc2ccccc2N1S(=O)(=O)c1cccc(C(=O)NCc2ccncc2)c1 (stereo unspecified)	-1	4	2	13	3	8	0.4	-3	-8	2
COc1ccc(NC(=O)c2c(-c3ccccc3)noc2C)c(OC)c1	-7	2	0	-9	0	1	-1.9	2	-7	-5
Cc1ccc(C)c(COC(=O)c2cc(S(=O)(=O)N3CCCCC3)ccc2N2CCOCC2)c1	6	-3	-1	-4	4	-4	0.5	-2	-41	4
CCOC(=O)C1CCN(C(=O)N(C)C)CC1	4	1	4	-3	1	11	-2.1	0	0	-1
O=C(N/N=C/c1coc2ccc(Cl)cc2c1=O)c1ccc(O)cc1	-2	6	4	-12	2	-1	-4.3	3	-4	1
O=C(CCCl)N1CCCC2(CCCCC2)C1	0	-2	0	4	-2	5	-0.6	3	7	-3
Cc1cc(C(=O)NNC(=O)c2ccccc2O)c(C)o1	0	2	1	-8	-1	10	-1.5	-1	10	3
CCCOC1CCCN(C(=O)c2cc(COc3ccc(F)c(F)c3)on2)C1 (stereo unspecified)	-5	0	3	13	-2	4	2.5	1	-5	-10
COC(=O)c1c(C)[nH]c(C(=O)OC(C)C(=O)N(C)C2CCCCC2)c1C (stereo unspecified)	-5	-1	1	-4	-5	-3	1.7	1	1	-8
Cc1cc(N2C(=O)C3C4C=CC(C4)C3C2=O)no1 (stereo unspecified)	6	0	-5	-3	0	-16	1.0	-1	2	0
Cc1c(C(=O)N/N=C/c2ccccn2)nnn1-c1nonc1N	1	1	0	-7	0	14	0.3	-3	1	-2
CCc1cc(C)cc(OCCNC(=O)c2ncn[nH]2)c1	1	-8	2	-9	1	3	-0.1	1	5	1
Cc1cc(C)c2c(CN3CCN(c4ccccc4)CC3)cc(=O)oc2c1	3	6	1	7	3	9	0.0	4	·	3
COc1ccc(NC(=O)CNC(=O)C2CCCCC2)cc1OC	2	5	2	-9	-1	-2	-0.2	1	-3	-1

# (cont.)
Molecule	NPR2 activator	ABHD4 inh	GC-A act	ASAP1 inh	Rev-erbA mod	ARFGAP1 inhibitor	PG9 Ab binder	SMARCA2 activ	HTRA1 inh	rCAG binder
Nc1sccc1C(=O)c1ccc(Cl)cc1	2	-15	8	6	1	8	0.2	4	2	5
CNC(=O)c1cc(C(=O)c2ccccc2Br)c[nH]1	-1	7	1	5	1	8	-1.5	-2	2	1
Cc1ccccc1Oc1ncnc2oc(-c3ccccc3)cc12	-4	-1	20	6	3	5	-1.1	0	-11	-1
CCCCn1c(C23CC4CC(CC(C4)C2)C3)n[nH]c1=S	-1	-13	-3	3	2	-1	0.4	-3	-8	0
COc1ccc2[nH]c(C)c(CCN3C(=O)OC(C)(C)C3(C)O)c2c1 (stereo unspecified)	-4	-3	0	0	3	-5	-1.8	-1	-1	6
COCCNC(=O)C1CC(c2cccc(OC)c2)=NO1 (stereo unspecified)	-1	·	8	·	3	·	·	·	3	·
COc1ccc(Nc2nc(N)nc(CSc3nncn3C)n2)cc1	-2	-6	1	3	3	-3	-2.3	1	8	-1
Fc1ccccc1/C=N/Nc1nc(N2CCCCC2)nc(N2CCCCC2)n1	-4	10	-1	-4	2	5	-0.3	3	-4	-6
Cc1ccc(C(=O)Nc2cccc(C(F)(F)F)c2)cc1Nc1ncnc2nc[nH]c12	0	-50	1	12	1	11	1.0	-7	-49	3
Cn1c(O)c(N=NC(=O)CNC(=O)c2ccccc2)c2cc(Br)ccc21	-7	0	6	-4	0	-12	-5.4	-2	-4	15
Nc1ccc(-c2nnn(Cc3ccccc3)n2)cc1	0	-8	1	4	3	13	-0.3	2	1	1
Cc1ccc(C(=O)OC2CCN(c3ccc([N+](=O)[O-])cc3)CC2)cc1	2	-1	-9	-7	-5	-5	1.0	-2	5	3
FC(F)(F)c1ccnc(Sc2n[nH]c(C(F)(F)F)n2)c1	4	0	3	13	-4	23	-3.0	4	-3	2
Cc1ccc(-c2csc3nc(SCC(=O)N(C)C)n(Cc4ccccc4)c(=O)c23)cc1	0	-8	-5	0	-2	-4	-0.1	0	-66	7
Cc1cc(NS(=O)(=O)c2ccc(NC(=O)Cc3ccccc3)cc2)no1	2	3	4	·	-6	·	·	-3	·	4

# Other results follow:
Molecule	NPR2 activator	ABHD4 inh	GC-A act	ASAP1 inh	Rev-erbA mod	ARFGAP1 inhibitor	PG9 Ab binder	SMARCA2 activ	HTRA1 inh	rCAG binder
CCCNC(=O)N(C)C[C@@H]1Oc2cc(C#CC(C)(C)O)ccc2S(=O)(=O)N([C@H](C)CO)C[C@H]1C	4	-1	5	-7	6	3	-1.5	3	2	3
O=C1c2ccc([N+](=O)[O-])cc2C(=O)N1CNc1ccccn1	0	0	-2	-6	7	-5	-3.3	1	7	9
O=C(Nc1nccs1)C1CCN(S(=O)(=O)c2ccccc2)CC1	-2	-2	-3	-8	1	0	1.8	-3	3	-1
O=S(=O)(NCCOCCNS(=O)(=O)c1ccccc1)c1ccccc1	1	-6	2	7	1	-3	-4.5	-4	-7	2
CCOc1ccc(S(=O)(=O)NCc2ccccn2)cc1NC(=O)c1ccccc1F	-2	1	1	2	13	6	0.7	1	-5	-1
O=C(CSc1c2c(nc3cc(Cl)ccc13)CCCC2)NCCCN1CCOCC1	3	2	-4	9	-3	10	-1.5	-4	-33	-10
O=C(CCc1nnc(Cc2cccc(C(F)(F)F)c2)o1)NCCc1ccccc1F	-2	1	-2	13	12	2	-1.0	2	-3	-9
CCC(C)[C@H](NC(=O)C1CCC(CNC(=O)[C@@H]2CCCN2C(=O)OC(C)(C)C)CC1)C(=O)O (stereo partly specified)	-2	-2	3	-7	0	-7	-1.4	-4	-2	1
Cc1ccc(NC(=O)C(C)OC(=O)/C=C/c2ccccc2)cc1 (stereo unspecified)	-1	-2	-2	7	4	7	-2.3	0	-1	-8
Cc1ccc(S(=O)(=O)/N=c2\ccc(Cl)cn2C(F)F)cc1	2	8	-2	8	-6	-1	1.5	0	4	-2
O=C(NCc1cccnc1)c1cccc2c1C(=O)N(Cc1cccnc1)C2	-2	8	2	-2	7	-6	-0.6	1	12	-2
Cc1[nH]c(=O)[nH]c(=O)c1S(=O)(=O)Nc1ccc(Br)cc1F	5	-5	1	9	-6	-5	-0.6	-1	9	6
O=C(NCC(c1ccco1)N1CCOCC1)C1CCCCC1 (stereo unspecified)	2	-2	1	-2	-6	7	-0.1	0	3	-1
COc1cccc(C(=O)Nc2ccc(-n3nncc3C(C)(C)C)cc2)c1	-4	-12	-3	-11	1	-5	-0.2	-4	-15	-4
CCOC(=O)N1CCN(C(=O)C(=O)N/N=C/c2ccc(OC)cc2OC)CC1	4	-19	5	-7	0	-10	-0.8	-3	1	-1

# Next results follow:
Molecule	NPR2 activator	ABHD4 inh	GC-A act	ASAP1 inh	Rev-erbA mod	ARFGAP1 inhibitor	PG9 Ab binder	SMARCA2 activ	HTRA1 inh	rCAG binder
Cc1ccc(-c2nc(NCc3ccco3)n(S(C)(=O)=O)n2)cc1	1	-2	0	-3	7	4	-2.1	3	-7	-3
CC1=CC(C)(C)Nc2ccc(OC(=O)CN3C(=O)CCC3=O)cc21	3	3	-2	2	6	-8	-1.0	-7	1	2
COc1ccc(OC)c(NC(=O)C2CCCN(S(=O)(=O)c3c(C)noc3C)C2)c1 (stereo unspecified)	1	-2	-5	-7	-2	-6	-1.4	-1	9	-3
CN(C)CCCOc1ccc2c(c1)Sc1ccccc1CC2=O	1	-5	-4	-2	3	0	0.3	-1	-3	-1
CCN(CC)Cc1csc2ccc(Br)cc12	-6	4	-5	-11	2	-1	-1.4	1	-5	0
CC(=O)Nc1ccc(NC(=O)Cn2c(=O)n(-c3ccccc3)c(=O)c3oc4ccccc4c32)cc1	-1	1	3	1	-3	-3	1.4	-1	-2	9
CN(C)c1ccc(C(CN)c2c[nH]c3ccccc23)cc1 (stereo unspecified)	-8	20	-10	14	-5	-1	-1.8	0	35	13
Cc1c(OCC(=O)N[C@@H](Cc2ccccc2)C(=O)O)ccc2c1oc(=O)c1ccccc12	7	2	0	-9	-3	-2	-2.7	2	-4	28
COc1ccc(CCNC(=O)CSc2nc(C)nc3c2oc2ccccc23)cc1OC	-2	13	1	-4	-4	2	-0.5	-2	3	-4
CCCCC(=O)NC(=S)Nc1nnn(CCC)n1	3	3	0	-14	3	5	-0.4	-3	-2	-4
O=C(c1cccc(F)c1)N1CCN(c2ccc([N+](=O)[O-])c(N3CCCCC3)c2)CC1	-7	1	-1	5	4	-2	0.6	0	-7	-1
CC(C)NS(=O)(=O)c1ccc(NCCCn2ccnc2)c([N+](=O)[O-])c1	4	-2	-2	-5	-1	8	-1.0	-1	-4	0
Cc1[nH]nc2c1C(c1cccs1)C(C#N)=C(N)O2 (stereo unspecified)	0	1	2	7	2	3	-2.1	-1	3	0
Cc1ncoc1C(=O)Nc1ccccc1-c1ccccc1	3	5	-2	-3	2	13	0.4	0	0	0
COc1ccc(S(=O)(=O)Nc2ccccc2C(=O)NN2CCOCC2)cc1OC	3	0	-1	-7	-8	-11	-0.2	-5	4	0

# A few values from the entries so far:
# COc1ccc(S(=O)(=O)Nc2ccccc2C(=O)NN2CCOCC2)cc1OC in PG9 Ab binder reads -0.2
# CCCCC(=O)NC(=S)Nc1nnn(CCC)n1 in rCAG binder reads -4

# More records follow:
Molecule	NPR2 activator	ABHD4 inh	GC-A act	ASAP1 inh	Rev-erbA mod	ARFGAP1 inhibitor	PG9 Ab binder	SMARCA2 activ	HTRA1 inh	rCAG binder
O=C(O)Cn1c(CC(=O)N2CCCC2)nc2ccccc21	-5	-2	-2	2	-1	8	-0.9	-2	-2	0
C=C1CCN([C@@H](C)C(=O)NCc2ccc(OC)cc2)S(=O)(=O)c2ccccc21	1	2	0	-2	5	3	-2.0	-2	1	-5
CCCN(CCC)CCCNC(=O)c1cn(CC)c2ccc(S(=O)(=O)N3CCOCC3)cc2c1=O	0	2	4	-8	-3	3	1.7	-2	8	-5
CCOC(=O)c1c(C)nc2sc3c(=O)n(-c4ccc(C(C)=O)cc4)nnc3c2c1-c1ccc(Cl)cc1	-19	0	-10	9	-3	-1	-0.6	-1	-5	1
COc1ccc(NC(=O)C(CCCCNC(=O)OC(C)(C)C)NC2(C(=O)NCCc3c[nH]c4ccccc34)CCCCC2)cc1 (stereo unspecified)	-3	-8	-4	·	-5	·	·	·	·	·
CCn1nccc1NC(=O)c1csc([C@H]2C[C@H](O)[C@@H](CO)O2)n1	-1	-3	4	-19	-1	3	-2.8	1	·	1
COc1cc(C(=O)NCc2ccc(OCCN(C)C)cc2)cc(OC)c1OC	3	1	3	-3	4&-6	2	0.2	-7	6	-2
CC(C)(C)c1ccc(OCC(=O)NCC(c2cccs2)N2CCOCC2)cc1 (stereo unspecified)	1	-3	-1	1	-5	9	0.5	-1	-6	-1
CC(C)c1ccc(-c2nc(N3CCCC3)nc3n[nH]c(N)c23)cc1	4	6	13	17	4	8	-0.5	-1	2	2
CCOC(=O)COc1ccc2c(c1)C(=O)CC1(CCN(C(C)=O)CC1)O2	4	-4	3	13	-1	-3	-0.5	3	3	-2

# Rows were taken by chance (roughly 4.4% active in at least one column).
